# CHRM1 agonist – activates human CHRM1 receptor. P11229. CHO-K1 hM1, Fluo-8 calcium fluorescence, agonist mode; 0% DMSO, 100% acetylcholine EC100. activation, % at 3 µM. 360,000 compounds, 0.33% hits. AID 588814;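 active = activation above the run's mean compound activation plus 3 SD, cut at about 16% in these data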;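 note: peak over basal fluorescence ratio within a 140 s kinetic read after compound addition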
# Target sequence (P11229 whole entry, looked up): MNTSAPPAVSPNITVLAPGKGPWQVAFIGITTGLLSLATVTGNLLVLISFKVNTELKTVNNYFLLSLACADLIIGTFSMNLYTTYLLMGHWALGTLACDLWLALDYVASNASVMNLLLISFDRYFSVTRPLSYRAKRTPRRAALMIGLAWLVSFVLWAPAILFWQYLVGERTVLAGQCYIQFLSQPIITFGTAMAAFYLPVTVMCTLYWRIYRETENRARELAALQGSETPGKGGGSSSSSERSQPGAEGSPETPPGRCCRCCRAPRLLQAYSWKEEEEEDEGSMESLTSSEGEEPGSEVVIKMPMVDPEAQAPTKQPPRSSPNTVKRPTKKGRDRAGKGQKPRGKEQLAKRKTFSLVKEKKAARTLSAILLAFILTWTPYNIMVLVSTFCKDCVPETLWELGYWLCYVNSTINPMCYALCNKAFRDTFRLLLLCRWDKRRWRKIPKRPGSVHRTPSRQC
# CHRM1 PAM – potentiates human M1 receptor response to acetylcholine | P11229 | CHO-K1 hM1, Fluo-8 calcium fluorescence, ACh EC20; 0% = ACh EC20, 100% = maximal ACh | activation, % at 3 µM | 360,000 compounds, 0.088% hits | AID 588819; in the data active = activation above about 19%, passing the limit was not always enough
# CHRM1 antagonist – antagonists of human M1 muscarinic receptor; CHO-K1 hM1, Fluo-8 calcium fluorescence, ACh EC80 antagonist; 360,000 compounds, 1.3% hits; P11229; inhibition, % at 3 µM;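 active = percent inhibition above its own plate's cutoff, namely the mean of that plate's compound wells plus 3 SD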;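 note: peak over basal fluorescence ratio during 140 s after agonist addition; 0% = ACh EC80 plus DMSO and 100% = DMSO alone without agonist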
# CHO parental Ca – counter-screen: ATP calcium response change in parental CHO cells | parental CHO-K1, ATP-induced calcium, Fluo-8 fluorescence | inhibition, % at 5.6 µM | 330,000 compounds, 0.63% hits;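 active = inhibition above that plate's mean sample inhibition plus 3 SD, cut at about 26% in these data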;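 note: 0% = ATP-challenged DMSO wells and 100% = DMSO wells without ATP; some compounds past the cut are filed as inactive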
#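 Assay system – parental CHO cells · Reagent – ATP stimulus · Detection – intracellular calcium via Fluo-8 no-wash fluorescent dye · Evaluation – percent inhibition of ATP-evoked calcium rise, normalized to controls · Controls – ATP wells versus no-ATP DMSO wells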
# TAAR1 ag – agonists of human TAAR1; 360,000 compounds, 0.99% hits; activation, % at 3 µM; Q96RJ0; CHO RD-HGA16 TAAR1, Fluo-8 calcium fluorescence; vehicle wells 0%, saturating PEA agonist 100%;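 active = activation above the mean activation of all test compounds in the run plus 3 SD, cut at about 38% in these data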
# Target sequence (Q96RJ0 whole entry, looked up): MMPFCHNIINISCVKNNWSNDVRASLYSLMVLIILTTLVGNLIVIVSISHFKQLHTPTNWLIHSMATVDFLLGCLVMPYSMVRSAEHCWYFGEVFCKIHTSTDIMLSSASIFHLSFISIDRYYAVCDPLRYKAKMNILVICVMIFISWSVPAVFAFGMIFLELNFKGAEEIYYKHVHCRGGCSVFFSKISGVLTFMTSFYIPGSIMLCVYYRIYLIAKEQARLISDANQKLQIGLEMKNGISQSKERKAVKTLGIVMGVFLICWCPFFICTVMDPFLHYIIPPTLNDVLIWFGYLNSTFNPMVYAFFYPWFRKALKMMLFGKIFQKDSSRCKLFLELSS
#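 Benchmarks: low control DMSO, high control PEA (EC100); System: CHO RD-HGA16 cells carrying human TAAR1 plus Gα16; Detection: Fluo-8 fluorescence, 5 s baseline then 140 s kinetic read; Schedule: 17-24 h plating, Fluo-8 75 min 37 °C, 30 min RT; Read-out basis: % activation from peak over basal fluorescence ratio, DMSO-to-PEA scaled.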
# CHO-K1 Ca antag – M1 antagonist counterscreen hit in parental CHO-K1 cells; ATP-induced calcium, Fluo-8 fluorescence; inhibition, % at 3 µM; 360,000 compounds, 0.6% hits;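 active = inhibition above a per-plate cutoff, the plate's mean sample inhibition plus 3 SD, cut at about 24% in these data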;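 note: 0% = DMSO plus EC80 ATP and 100% = DMSO alone without ATP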
# TAAR1 antag – antagonists of human TAAR1 | CHO RD-HGA16 TAAR1, Fluo-8 calcium fluorescence, antagonist | inhibition, % at 3 µM | 360,000 compounds, 1.5% hits | AID 624466;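 active = inhibition above a per-plate cutoff, the mean inhibition of test compounds on that plate plus 3 SD, cut at about 49% in these data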;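 note: 0% = DMSO plus EC80 beta-PEA response and 100% = DMSO alone without agonist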
#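 Assay system: RD-HGA16 CHO cells with stable hTAAR1 and Gα16 / Reagent: EC80 β-phenethylamine stimulus / Doses: 3 µM, single point / Timing: dye loading 75 min at 37 °C, then 30 min room temperature / Measured by: Fluo-8 intracellular calcium dye fluorescence, real-time kinetic reads / Controls: vehicle wells and EC80 agonist wells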
# M1 PAM parental – M1 PAM counterscreen hit in parental CHO-K1 cells | ATP EC20, Fluo-8 calcium fluorescence; 0% at ATP EC20, 100% at ATP max | activation, % at 3 µM | 360,000 compounds, 0.02% hits;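 active = activation above the run cutoff, the mean activation of all test compounds plus 3 SD, cut at about 40% in these data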;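 note: peak over basal fluorescence ratio in a 140 s read after ATP addition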
# CHO-K1 Ca ag – M1 agonist counterscreen hit in parental CHO-K1 cells; Fluo-8 calcium fluorescence; scaled to maximal ATP response, vehicle zero; activation, % at 3 µM; 360,000 compounds, 0.48% hits; AID 602248; in the data active = activation above about 15%;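 note: untransfected CHO-K1 host cells lacking M1 receptor as counterscreen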
# * = called active by the depositor; / = no result given. Rows are unselected; overall some 4.4% were active at least once.
Molecule,CHRM1 antagonist,CHRM1 PAM,TAAR1 ag,CHO-K1 Ca ag,M1 PAM parental,CHO-K1 Ca antag,TAAR1 antag,CHRM1 agonist,CHO parental Ca
C#CCOCCOCCOCCNc1nc(N2CCN(C(=O)CCCCCCCCCCNC(=O)[C@H](CCCCN)n3cc(CCO)nn3)CC2)nc(N2CCN(C(=O)CCCCCCCCCCNC(=O)[C@H](CCCCN)n3cc(CCCC(=O)O)nn3)CC2)n1,-5,6,5,0.3,0,-3,0,-5,-9
CN(C)S(=O)(=O)N1CCC(c2ccc(F)cc2)C(COc2ccc3c(c2)OCO3)C1 (stereo not given),-6,-11,4,0.3,15,-11,22,-5,-10
COCCn1c(SCc2nc3scc(-c4ccc(Cl)cc4)c3c(=O)[nH]2)nnc1-c1cccc(C)c1,-2,-3,-2,-0.6,-7,-7,-31,-6,-48
O=C(Nc1ccc2c(c1)CCC2)c1ncoc1-c1ccccc1F,-3,0,-2,-0.9,20,-20,-39,-7,/
CC(C)CC(c1nnnn1CCc1ccccc1)N1CCC(C(N)=O)CC1 (stereo not given),-5,10,2,-0.3,-9,5,6,-2,-1
O=C(NCCc1nc2ccccc2[nH]1)/C(=C/c1ccco1)NC(=O)c1ccc(Br)cc1,-7,10,10,1.9,25,-5,5,-6,-24
Cc1ccc2ccccc2[n+]1CCCS(=O)(=O)[O-],-1,7,8,-0.4,1,-4,0,2,-4
CC(=O)Nc1ccc(N(C)S(C)(=O)=O)cc1,-7,9,2,0.0,-2,-1,-4,-2,5
CCCCc1cc(=O)oc2cc(OCC(=O)NCc3ccccn3)c(Cl)cc12,-6,3,2,1.3,27,-18,-15,-2,-12
O=C(C1=C(O)C(=O)N(CCN2CCOCC2)C1c1ccc(F)cc1)c1cc2ccccc2o1 (stereo not given),-17,7,1,0.2,10,3,2,-2,-13
Cc1cc(NC(=O)c2ccc(Cn3cc([N+](=O)[O-])cn3)o2)no1,-11,5,1,0.5,13,-5,-31,-1,/
COc1ccc(C(=O)Nc2ccccc2C(=O)N2CCCCC2C)cc1 (stereo not given),1,6,1,1.0,25,1,-3,-5,-13
Cc1[nH]c2ccccc2c1-c1nc(N)sc1C,-9,6,0,1.8,14,-12,3,-3,-11
Cc1cccc(OCC(=O)NCCCNC(=O)c2cccnc2)c1,-8,16,-3,0.1,-4,-11,-2,0,-2
O=C(O)c1cccc(NC(=O)c2ccccc2NC(=O)c2ccccc2F)c1,-9,7,5,0.1,3,-3,-10,-1,11
O=C(Nc1cc(C(F)(F)F)ccc1N1CCOCC1)c1c(F)c(F)c(F)c(F)c1F,-7,13,17,0.0,3,2,2,1,-13
O=C(Nc1nc2ccccc2s1)C1CC(=O)N(c2ccc(F)cc2)C1 (stereo not given),1,3,15,1.6,11,4,0,-2,-13
COc1cccc(C(=O)NCC2CCCN2S(=O)(=O)c2cccs2)c1 (stereo not given),-3,7,1,-0.1,12,2,0,-3,-9
CCOC(=O)C1(Cc2ccccc2)CCN(Cc2cccc3c2OCO3)CC1,10,-12,9,3.0,3,13,15,-14,-16
O=C(Nc1cccn2ncnc12)C(F)(F)F,10,-7,9,-0.3,-16,13,-1,-1,3
COc1ccc(CNC(=O)COC(=O)CCCOc2ccc(Cl)cc2Cl)cc1OC,0,-7,1,3.0,19,-5,-7,-3,-24
O=C(N/N=C/c1cc([N+](=O)[O-])ccc1O)c1ccncc1,-19,15,0,9.7,24,-8,-21,0,2
CCOC(=O)C1CCN(S(=O)(=O)c2ccc(C)c(C(=O)NC3CCCCC3)c2)CC1,-20,11,-1,1.5,16,-21,-25,-2,-8
COCCSc1ccccc1C(=O)Nc1ccc2c(c1)OCO2,-5,6,2,-0.3,9,-15,-17,-5,-9
O=C(c1ccco1)N1CCN(C(=O)C2CC2)CC1,-10,14,3,0.8,21,0,4,-9,-4
COc1ccccc1NC(=O)C(=O)NCCC1CCCCN1S(=O)(=O)c1ccc(F)cc1 (stereo not given),-5,0,1,1.0,18,-22,-9,-6,-20
O=S(=O)(N/N=C\c1ccc2c(c1)OCO2)c1ccccc1,-26,17,0,0.8,13,-4,-13,-3,/
CCOC(=O)CSc1nnc(CNC(=O)c2ccco2)n1-c1ccc(F)cc1,-10,5,8,0.2,16,-15,17,-3,-12
O=C1CN(C(=O)C2CCC(=O)N(CCc3ccc(Cl)cc3)C2)CCN1 (stereo not given),-8,7,1,0.4,1,-2,-13,-1,2
O=C(NCCC1=CCCCC1)C1CCC(=O)N(Cc2cccc(C(F)(F)F)c2)C1 (stereo not given),14,-1,3,-0.1,-5,6,-22,-4,-12

# Some of these compounds in order of the TAAR1 antag value, descending.
Structure | TAAR1 antag
O=C(C1=C(O)C(=O)N(CCN2CCOCC2)C1c1ccc(F)cc1)c1cc2ccccc2o1 (stereo not given) | 2
O=C(Nc1nc2ccccc2s1)C1CC(=O)N(c2ccc(F)cc2)C1 (stereo not given) | 0
CCCCc1cc(=O)oc2cc(OCC(=O)NCc3ccccn3)c(Cl)cc12 | -15

# (next part)
Molecule,CHRM1 antagonist,CHRM1 PAM,TAAR1 ag,CHO-K1 Ca ag,M1 PAM parental,CHO-K1 Ca antag,TAAR1 antag,CHRM1 agonist,CHO parental Ca
Cc1ccc(S(=O)(=O)N2CCN(C(=O)c3ccco3)CC2)c(C)c1,15,-3,0,1.0,-5,3,-5,-4,-7
COc1ccc(N2C(=O)c3cccc4cccc(c34)C2=O)cc1,3,-4,1,-0.2,2,12,-10,-1,-5
CCc1ccc(NS(=O)(=O)c2ccc3c(c2)oc(=O)n3C)cc1,20,-10,6,14,-9,14,6,3,-3
COC(=O)c1ccc(CNS(=O)(=O)c2ccc3ccccc3c2)cc1,-4,3,-2,4.0,-6,-12,1,-1,-12
COC(=O)c1sc(NC(=S)NC(=O)c2cc(OC)c(OC)c(OC)c2)nc1C,2,1,0,-0.3,-26,23,-3,-1,-21
Nc1ccc[n+](Cc2ccccn2)c1,-39,8,9,0.4,14,-5,2,-5,14
O=C(NCCCCCNC(=O)c1cccnc1)c1cccnc1,11,-4,3,1.0,16,-9,12,-2,-4
NNc1ccc(Cl)nn1,-8,5,1,-0.1,11,-8,4,-2,-9
Cc1cc(Cl)nc(Cl)c1C(=O)N1CCOCC1,-9,11,2,0.2,6,-4,-33,-4,-1
COc1ccc(C(=O)Nc2nc3cc4c(cc3s2)OCCO4)c(OC)c1,-20,21,0,1.4,-15,-18,-27,0,14
Cc1ccc(S(=O)(=O)Nc2c(C)ccc3nsnc23)cc1,-9,7,0,-0.2,-6,17,7,-5,-12
CCC1(C)CC2(CCCN(CCC(O)(c3ccccc3)c3ccccc3)C2)CCO1 (stereo not given),37,-19,-2,-0.2,-3,-1,-25,-8,-21
CC(C)C[C@H]1CN([C@@H](Cc2ccccc2)CN2CCC[C@@H]2CN2C(=O)C(=O)NC[C@@H]2Cc2ccc(O)cc2)C(=O)C(=O)N1CC1CCCCCC1,6,-6,-1,-0.2,16,0,-3,-5,/
COC(=O)c1c(NC(=O)CN2C(=O)c3ccccc3C2=O)sc(Cc2ccc3c(c2)OCO3)c1C,14,-7,1,3.6,13,4,-12,2,0
CC1CCCC(C)N1CCCNC(=O)Cn1ncc2c([nH]c3ccccc32)c1=O (stereo not given),-7,5,1,0.9,-1,-7,7,-6,-4
COc1cc(-c2nnc3sc(-c4ccco4)nn23)cc(OC)c1OC,-12,8,2,0.2,9,7,13,-2,-4
COc1cc(Cn2c3ccc(NC(=O)CC(C)c4ccccc4)cc3c(=O)n2C)ccc1F (stereo not given),9,-16,7,6.3,-8,-1,18,0,/
O=[N+]([O-])c1cc(S(=O)(=O)N2CCCC2)ccc1OCCOc1ccccc1,-6,4,6,4.7,17,-23,30,-2,4
CCOC(=O)c1c(NC(=O)C(Sc2ccccc2)c2ccccc2)sc(C(N)=O)c1C (stereo not given),-4,3,12,0.1,19,-1,6,-3,-31
Cc1ccc([N+](=O)[O-])c(NC(=O)COC(=O)C2CC3CCCC(C2)C3=O)c1C (stereo not given),-7,13,1,2.3,9,-7,6,0,-2
Cc1cccc2cc(CN(C(=O)c3cccs3)c3ccccc3)c(=O)[nH]c12,-10,9,1,0.3,28,-1,-14,-8,-6
COC(=O)c1ccc(NC(=S)NN2CCOCC2)cc1,9,-2,6,0.1,-15,3,-3,-4,-15
Cc1ccc(NC(=S)N(CCN(C)C)C(C)c2cccnc2)cc1 (stereo not given),-6,13,0,3.0,18,-13,-23,2,14
COc1ccc(-c2nc(CCNC(=O)c3ccc(Br)o3)cs2)cc1,-13,2,1,5.3,15,-8,34,-1,-14
CCN(CC)S(=O)(=O)c1ccc(/C=C/C(=O)OCC(=O)c2c(N)n(C)c(=O)n(C)c2=O)cc1,-17,5,5,0.9,4,-12,1,-7,-8
NS(=O)(=O)c1cccc(NC(=O)Nc2ccccc2)c1,3,0,28,4.3,16,-8,-7,-1,-1
O=C(COC(=O)C1COc2ccccc2O1)c1ccccc1 (stereo not given),-2,6,5,-0.2,-4,11,3,-2,/
Clc1ccc(CN2CCCCCC2)cc1Cl,-8,-1,6,-0.6,-8,15,-21,-11,-17
O=C(Nc1cccc(NC(=O)c2cc([N+](=O)[O-])ccc2Cl)n1)c1cc([N+](=O)[O-])ccc1Cl,-5,9,/,3.9,17,-8,/,0,-13
CCC(C)(C)NC(=O)C(C(C)C)N(CC1CCCO1)C(=O)CNS(=O)(=O)c1ccc(F)cc1 (stereo not given),-5,4,-5,0.1,4,-16,5,-3,-16
NCCCC[C@H]1CNC(=O)C(=O)N1CCc1cccc2ccccc12,4,2,13,1.0,24,-14,-8,-4,3
Cc1onc(-c2ccccc2)c1C(=O)NC(=S)Nc1sc2c(c1C#N)CCCC2,2,-1,3,1.0,6,5,6,-6,-20
CCN1CCN(C(=O)Cn2ncc3c([nH]c4ccc(C)cc43)c2=O)CC1,3,-1,2,0.4,-9,-8,-21,-4,-12
CCN(CC)c1nc(N)c2c(N)nc(OC)cc2c1C#N,2,2,9,0.1,-23,4,2,-2,-6
COc1cccc(NC(=O)c2oc3ccc(S(=O)(=O)N4CCOCC4)cc3c2C)c1,24,-6,19,6.8,8,-4,52*,1,24
CC(=O)Nc1ccc(NC(=O)Nc2ccc(C)c(C)c2)cc1,-5,8,16,1.9,17,-3,1,-7,2

# Screening data from PubChem.
